Screens deposited in PubChem BioAssay by National Center for Advancing Translational Sciences (NCATS).
DT40 TDP1 CPT – qHTS for Inhibitors of human tyrosyl-DNA phosphodiesterase 1 (TDP1): qHTS in cells in presence of CPT. 12% of 420,000 active. AID 686979, 2013. chicken DT40 Tdp1-/-;hTDP1 cells + 20 nM CPT, ATP luminescence, 48 h. Potency, µM (series often up to 46.2 µM), without a hit: at the top dose activity change, negative = growth inhibition, actives largely listed as inhibitors; also: nearly all actives have a fitted effect of over 55% in size
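Cell growth measured by CellTiter-Glo luminescence after a minimum 48 h, 37 C compound exposure with 20 nM CPT in Tdp1-knockout DT40 cells stably expressing hTDP1, seeded 400/well; qHTS titration format.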
GCN5L2 inh – qHTS Assay for Inhibitors of GCN5L2 | Potency, µM (titrated, usually from 58.9 µM), for the others: top-dose activity change, negative = inhibition, most hits filed as inhibitors | GCN5L2 HAT assay, ThioGlo1 CoA-SH fluorescence | Histone acetyltransferase KAT2A (Homo sapiens), Q92830 | AID 504327, 2011 | 0.21% of 390,000 active
Target sequence (Q92830 whole entry, looked up): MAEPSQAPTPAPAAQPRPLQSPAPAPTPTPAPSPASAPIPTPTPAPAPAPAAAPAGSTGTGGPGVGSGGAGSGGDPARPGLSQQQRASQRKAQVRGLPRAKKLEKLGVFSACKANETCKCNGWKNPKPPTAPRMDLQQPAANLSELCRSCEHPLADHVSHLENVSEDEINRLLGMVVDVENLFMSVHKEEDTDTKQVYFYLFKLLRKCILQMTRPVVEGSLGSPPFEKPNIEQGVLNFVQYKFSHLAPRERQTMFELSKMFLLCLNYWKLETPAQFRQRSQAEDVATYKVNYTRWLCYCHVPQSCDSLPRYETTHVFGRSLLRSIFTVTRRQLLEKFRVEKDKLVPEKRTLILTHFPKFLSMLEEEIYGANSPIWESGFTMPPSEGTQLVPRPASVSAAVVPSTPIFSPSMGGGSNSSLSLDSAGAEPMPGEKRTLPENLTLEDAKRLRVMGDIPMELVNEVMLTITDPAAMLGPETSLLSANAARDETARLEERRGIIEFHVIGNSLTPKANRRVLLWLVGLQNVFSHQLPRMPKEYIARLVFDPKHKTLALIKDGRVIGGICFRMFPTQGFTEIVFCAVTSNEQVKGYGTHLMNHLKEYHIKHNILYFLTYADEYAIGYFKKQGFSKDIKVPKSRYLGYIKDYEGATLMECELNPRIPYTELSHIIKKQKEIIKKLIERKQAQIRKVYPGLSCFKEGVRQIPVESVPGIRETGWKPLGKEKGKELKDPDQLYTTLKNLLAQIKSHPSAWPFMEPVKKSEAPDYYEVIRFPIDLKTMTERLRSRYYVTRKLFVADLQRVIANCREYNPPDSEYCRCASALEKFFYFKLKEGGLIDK
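qHTS, 1536-well. 20nM enzyme, pH 7.5 HEPES/EDTA/Tween-20 buffer; 15 min compound preinc., RT. Start: 75uM H3(1-25), 70uM AcCoA, 50uM ThioGlo1. Read Ex340/Em540 at t=0 (autofluorescence flag) and t=20 min.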
DT40 TDP1 no CPT – qHTS for Inhibitors of human tyrosyl-DNA phosphodiesterase 1 (TDP1): qHTS in cells in absence of CPT | DT40 Tdp1-/- hTDP1 cells, no CPT, ATP luminescence, 48 h | 15% of 420,000 active | Potency, µM (top dose mostly 46.2 µM), for the others: top-dose activity change, negative = growth inhibition, actives largely listed as inhibitors | AID 686978, 2013; also: nearly all actives have a fitted effect of over 55% in size
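Seeded 400 DT40-hTDP1 cells/well (vehicle DMSO, no 20 nM CPT); pinned compounds; ≥48 hr at 37 °C; CellTiter-Glo luminescence as viability measure.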
Numbers without * were called inactive; u = inconclusive; x = not tested or not shown; & = joins results of further samples; [ ] = dose if it differs, or a comment. Calls follow the shape of the dose curve; as a rule, active = well fitted curve in the direction sought with a large enough effect; inconclusive = small, poorly fitted or top-dose-only effect, or another doubt; inactive = no such curve, though single readings can be large; an effect the other way counts as inactive or inconclusive. % is scaled to controls: 0 for no effect and ±100 for the full control effect; potency is read from the fitted curve at half-maximal effect. Only part of the results is shown; the hit share may differ from the screen's.

1: N#CCCn1c(=O)c(-c2ccc(Cl)cc2)nc2cnc(Oc3ccccc3)nc21
2: CCn1nc(-c2ccccc2)c(-c2ccccc2)c(C(=O)OCCOC)c1=O
3: CC(=O)Nc1ccc(OCC(O)Cn2nc(C)c(Br)c2C)cc1 (centres undefined)
4: CCc1ccc(NC(=O)CN2C(=O)CCSc3ccc(S(=O)(=O)N4CCCC4)cc32)cc1
5: CC(=O)c1ccc(NC(=O)c2cc(C)no2)cc1
6: CCOC(=O)N1CCN(C(=O)c2ccc(C)c(S(=O)(=O)N3CCCCC3)c2)CC1
7: O=C(Nc1ccnc(-c2cccnc2)n1)c1cccs1
8: O=C(Nc1nc(-c2ccc(F)cc2)cs1)C1CCN(C(=O)c2ccc(F)cc2)CC1
9: C[C@H](NC(=O)C1CCN(S(=O)(=O)c2ccccc2)CC1)C(=O)NCc1cccnc1
10: Cn1c(=O)oc2cc(S(=O)(=O)N3CCC(C(=O)NCC4COc5ccccc5O4)CC3)ccc21 (centres undefined)

entry no. | 1 | 2 | 3 | 4 | 5 | 6 | 7 | 8 | 9 | 10
DT40 TDP1 CPT | 17% | u | -8% | u | 15% | u | u | 6.5µM* | -11% | -4%
GCN5L2 inh | -13% | 2% | -4% | -17% | -1% | -13% | -4% | u | x | -3%
DT40 TDP1 no CPT | 17% | u | -25% | -15% | 1% | -49% | -28% | 5.8µM* | -19% | -19%

11: CNC(=O)CSCc1c(Cl)cccc1Cl
12: Brc1cc(Br)c(Oc2cc(Br)c(Br)cc2Br)cc1Br
13: O=C(Nc1ccc(F)cc1)c1ccccc1Oc1ccc(C(F)(F)F)cc1[N+](=O)[O-]
14: Nc1[nH]n(-c2ccccc2)c(=O)c1N=Nc1ccccc1[N+](=O)[O-]
15: COc1ccc(C(=O)N2CCN(c3ncnc4c(-c5ccccc5)nsc34)CC2)cc1
16: CCN1C(=O)[C@H]2[C@@H](c3ccc(C(F)(F)F)cc3)N[C@]3(CCCN(Cc4ccco4)C3=O)[C@H]2C1=O
17: CCC(C)NC(=O)CCc1c(C)nc2c(c(C)nn2-c2ccccc2)c1C (centres undefined)
18: COc1ccc(OC)c(N(CC(=O)NCc2ccccc2)S(=O)(=O)c2ccc(OC)c(OC)c2)c1
19: CN1CCCN=C1/C=C/c1cccs1
20: COc1ccc(S(=O)(=O)Nc2c(C)c(C)cc3c2ncn3C)cc1

entry no. | 11 | 12 | 13 | 14 | 15 | 16 | 17 | 18 | 19 | 20
DT40 TDP1 CPT | -14% | 2% | u | -6% | -12% | 23µM* | 10µM* | 21µM* | -7%&2% | -28%
GCN5L2 inh | 4% | -2% | -7% | -5%[0.501 µM] | -2% | x | 2% | 0% | -4% | -4%
DT40 TDP1 no CPT | -9% | -19% | u | 0% | -33% | 16µM* | 23µM* | u | -6%&3% | -24%

21: Cc1occc1C(=O)NCc1nc(-c2ccccc2)no1
22: CC(C)(C)c1ccc(C(=O)NCC(c2cccs2)S(=O)(=O)c2ccc(F)cc2)cc1 (centres undefined)
23: COc1ccc(NC(=O)N2CC3(CCN(C(=O)c4ccncc4)CC3)C2)cc1
24: Cc1ccc(SCC(=O)Nc2nccs2)cc1
25: COc1ccc(NS(=O)(=O)c2cccc(C(=O)NNC(=O)CNC(=O)c3ccccc3)c2)cc1
26: CCOc1ccc(S(=O)(=O)N/N=C(\C)C2CCCCC2)cc1
27: O=C(Oc1cc(-c2ccccc2)no1)c1cccc(C(F)(F)F)c1
28: CCC(=O)N(CCC(Cc1ccccc1)c1ccc2c(c1)OCO2)Cc1ccccc1F (centres undefined)
29: CCOc1cc(C2C(C#N)=C(N)OC(C)=C2C(C)=O)cc(Br)c1O (centres undefined)
30: COc1cccc(/C=N/NC(=O)CCn2cnc3ccccc32)c1

entry no. | 21 | 22 | 23 | 24 | 25 | 26 | 27 | 28 | 29 | 30
DT40 TDP1 CPT | -4% | 18µM* | -4% | 8% | -22% | -13% | -14% | 7.3µM* | -9% | 5%
GCN5L2 inh | -3% | -17% | 11% | 0% | -6% | 0% | -5% | -18% | -3% | -18%
DT40 TDP1 no CPT | -5% | 21µM* | 8% | -3% | -14% | u | -1% | 4.6µM* | -15% | -3%

Quoted at random: 3 entries already listed
1: N#CCCn1c(=O)c(-c2ccc(Cl)cc2)nc2cnc(Oc3ccccc3)nc21
6: CCOC(=O)N1CCN(C(=O)c2ccc(C)c(S(=O)(=O)N3CCCCC3)c2)CC1
9: C[C@H](NC(=O)C1CCN(S(=O)(=O)c2ccccc2)CC1)C(=O)NCc1cccnc1

entry no. | 1 | 6 | 9
DT40 TDP1 CPT | 17% | u | -11%
GCN5L2 inh | -13% | -13% | x
DT40 TDP1 no CPT | 17% | -49% | -19%

Carrying on.
31: CC1(C(=O)NS(=O)(=O)c2cccc(C#N)c2)CCN1C(=O)CC1CCCCC1 (centres undefined)
32: CCCCN(C(=O)C1CC(=O)N(c2ccc3c(c2)OCCO3)C1)c1c(N)n(CC(C)C)c(=O)[nH]c1=O (centres undefined)
33: CN(C)CC1CCC/C(=C\c2ccc(OC(=O)/C=C/c3ccc(Cl)c(Cl)c3)cc2)C1=O (centres undefined)
34: O=C(COc1ccccc1N1C(=O)C2C3C=CC(C3)C2C1=O)c1ccccc1 (centres undefined)
35: O=C(Nc1cccnc1)OCc1ccccc1
36: COc1cc(/C=C/C(=O)N(C)CC(=O)Nc2ccccc2Br)cc2c1OCCO2
37: O=C(O)CSc1nnc(-c2ccco2)o1
38: CC(C)(C)N(Cc1ccccc1)C(=O)COC(=O)c1ccc(S(=O)(=O)N2CCOCC2)cc1
39: Cc1ccccc1NS(=O)(=O)c1ccc(OCC(=O)NCc2ccco2)cc1
40: CCN1CCC(O)(C#Cc2ccccc2)CC1

entry no. | 31 | 32 | 33 | 34 | 35 | 36 | 37 | 38 | 39 | 40
DT40 TDP1 CPT | 1% | -5% | 0.73µM* | -7% | -10% | u | 0% | u | -24% | -2%
GCN5L2 inh | x | -1% | x | -18% | -3% | -8% | 0% | -8% | -1% | 0%
DT40 TDP1 no CPT | 7% | u | 0.92µM* | -5% | -18% | u | 6% | -6% | u | -1%

41: COc1cccc(CNC(=O)CCC(=O)N2CCSc3ccccc32)c1OC
42: Cc1cccc(N2C(=O)N3[C@@H]4c5ccccc5OC[C@@H]4[C@@H](c4ccccc4)[C@@]3(C)C2=O)c1
43: CCN1CCN(c2nc3c(c(=O)[nH]c(=O)n3C)n2Cc2ccccc2)CC1
44: C[C@@H](NC(=O)[C@@H]1Cc2ccccc2CN1)C(=O)Nc1ccc2c(c1)OCCO2
45: Cc1nc(SCc2ccccc2)n[nH]1
46: Cc1ccc(CN(C(=O)c2csnn2)C(C(=O)NC2CCCC2)c2ccco2)cc1 (centres undefined)
47: O=C(COc1ccc(/C=N/NC(=O)C(=O)N2CCCCCC2)cc1)Nc1ccccc1Cl
48: CCc1cc[n+](CC(=O)Nc2ccc(Cl)cc2Cl)cc1
49: CSc1ccccc1NC(=O)CN(C)CC(=O)Nc1cc(C)ccc1C
50: Cc1nc(C#N)c(N/N=C/c2cccc(Cl)c2)o1

entry no. | 41 | 42 | 43 | 44 | 45 | 46 | 47 | 48 | 49 | 50
DT40 TDP1 CPT | u | u | -2% | u | 7% | -27% | u | 2% | -4% | 2%
GCN5L2 inh | -1% | -3% | 0% | -2% | 1% | -2% | -4% | -4% | 31%[activator] | -2%
DT40 TDP1 no CPT | u | u | 21% | u | 6% | u | u | u | 21µM* | -29%

51: COP(=O)(/C=C/c1ccccc1)C(O)c1ccc(F)cc1 (centres undefined)
52: COc1cc(/C=N/n2cnnc2)ccc1OC(=O)c1ccco1
53: CCC(C(=O)Nc1cc(F)ccc1F)n1nc(-c2cc(C)ccc2C)ccc1=O (centres undefined)
54: Cc1cc(C)c(C)c(S(=O)(=O)N[C@@H](C)C(=O)OC(C)C(=O)NC(N)=O)c1C (some centres undefined)
55: COCCn1c(C)cc(O)c(C(c2ccc(OC)cc2)N2CCCCC2)c1=O (centres undefined)
56: Cc1cc(N2C(=O)C(O)=C(C(=O)c3ccc(C)o3)C2c2cccs2)no1 (centres undefined)
57: CCOC(=O)N1CCc2c(sc(NCc3sccc3C)c2C(=O)Nc2ccc(OC)cc2OC)C1
58: COc1ccc(N2C(=O)C(CN3CCN(C)CC3)C2c2ccccc2)cc1 (centres undefined)
59: COc1cc2nc(SCC(=O)Nc3c(C)cc(C)cc3C)n3nc(CCn4c(C)nc5ccccc54)nc3c2cc1OC
60: O=C(O)COc1ccccc1/C=N/NC(=O)c1cc(-c2ccc(Cl)cc2)nc2ccccc12

entry no. | 51 | 52 | 53 | 54 | 55 | 56 | 57 | 58 | 59 | 60
DT40 TDP1 CPT | -1% | u | u | 1% | -4% | u | u | -5% | u | -14%
GCN5L2 inh | -16% | -1% | -12% | -17% | -12% | -4% | -15% | 1% | -3% | -32%
DT40 TDP1 no CPT | -16% | -3% | u | 5% | -6% | u | u | -20% | -24% | 6.5µM*

61: Cn1c(SCCOc2ccccc2F)nc2ccccc2c1=O
62: Cc1ccc(NS(=O)(=O)c2c(C)[nH]c(C)c2C(=O)N2CCCCC2)c(Br)c1
63: COc1ccc(-c2c(C(F)(F)F)nn(C)c2NC(=O)CSCC(=O)O)cc1
64: CC(OC(=O)c1cccc(Cl)c1)C(=O)NC1CCCCC1C (centres undefined)
65: CCN1/C(=C2\C(=O)N(C)C(=S)N2C)C=Cc2cc(C)ccc21
66: COC(=O)c1ccc(NC(=O)c2cc3cc(C)ccc3n2C)cc1
67: Cc1cccc(N2CCN(C(=O)CNC(=O)c3ccccc3)CC2)c1C
68: COc1cc(C(=O)Oc2c(Sc3ccc(C)cc3)c(C)nn2-c2ccccc2)cc(OC)c1OC
69: CCN1CCN(C(=O)c2cn(CC)c3ccc(S(=O)(=O)N(C)C)cc3c2=O)CC1
70: CCN(CC)CCNC(=O)C1CCN(c2nn3cc(-c4ccc(F)cc4)nc3s2)CC1

entry no. | 61 | 62 | 63 | 64 | 65 | 66 | 67 | 68 | 69 | 70
DT40 TDP1 CPT | 18µM* | u | 12% | -15% | u | -26% | -11% | -16% | 12% | 5.2µM*
GCN5L2 inh | -5% | -5% | 0% | 2% | 1% | -1% | -4% | -6% | -4% | -6%
DT40 TDP1 no CPT | 16µM* | u | 0% | 8% | u | u | u | -20% | -1% | 3.3µM*

71: COc1ccc(NC(=O)CCC(=O)N2CCOCC2)c([N+](=O)[O-])c1
72: CCOc1ccc(OCC)c(NC(=O)CN2CCN(CC)CC2)c1
73: O=C(CNS(=O)(=O)c1ccc(F)cc1)N1CCOCC1
74: c1ccc(Cc2c(-c3ccccc3)nc3c4ccccc4ccn23)cc1

entry no. | 71 | 72 | 73 | 74
DT40 TDP1 CPT | -4% | -7% | -8% | u
GCN5L2 inh | -8% | 4% | 2% | x
DT40 TDP1 no CPT | 2% | -20% | -7% | u

Single records (already shown). Order of screens: DT40 TDP1 CPT | GCN5L2 inh | DT40 TDP1 no CPT
Results for `CCOc1ccc(OCC)c(NC(=O)CN2CCN(CC)CC2)c1` → -7% | 4% | -20%
Results for `c1ccc(Cc2c(-c3ccccc3)nc3c4ccccc4ccn23)cc1` → u | x | u
Results for `O=C(CNS(=O)(=O)c1ccc(F)cc1)N1CCOCC1` → -8% | 2% | -7%
Results for `COc1ccc(NC(=O)CCC(=O)N2CCOCC2)c([N+](=O)[O-])c1` → -4% | -8% | 2%
